# Source: PubChem BioAssay
# PP5 primary: blocks human protein phosphatase 5 activity. P53041. purified PP5c, OMFP substrate fluorescence. inhibition, % at 6.7 µM. 320,000 tested, 0.18% active. AID 1987;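 active = inhibition above the campaign's mean inhibition across all tested compounds plus 3 SD, cut at about 9.5% in these data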;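 also: 0% = DMSO only and 100% = 100 µM cantharidin control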
# JMJD2C inh: inhibitors of human GASC-1 (JMJD2C) demethylase; inhibition, % at 2.35 µM; Q9H3R0; 330,000 tested, 0.069% active; AID 2099; GST-JMJD2C(1-420) H3K9me3 demethylation, DELFIA europium;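 active = more than half of a compound's replicate wells show inhibition beyond 50%, single wells judged on their own value; inconclusive = some, but no more than half, of replicates pass 50% inhibition; inactive = no replicate passes 50% inhibition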;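 also: signal counts dimethyl H3K9 product captured on neutravidin plate; 0% = median of DMSO wells and 100% = 0.3 times that DMSO median; strong numbers were not always called active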
# procasp7 counter: counter-screen: procaspase-7 (human) activation | P55210 | recombinant procaspase-7, Ac-DEVD-pNA absorbance 405 nm; D23A/D198A/D206A triple mutant, cannot self-cleave; scale: DMSO 0, 5 µM enzyme 100 | activation, % at 8.5 µM | 330,000 tested, 0.093% active | AID 463210;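 active = percent activation above the screen-wide mean plus 3 SD, cut at about 25% in these data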
#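 System: Procaspase-7 triple mutant (PC-7 D3A); measure: % activation from two-timepoint absorbance difference, scaled to controls; times: 1 h compound preincubation, 2 h substrate cleavage, 25 °C; also added: Ac-DEVD-pNA substrate, 400 µM as added; measured by: Epi-absorbance of released pNA at 405 nm, two timepoints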
# GRK2 aptamer HTS: inhibitors of human GRK2 displacing RNA aptamer | bead flow cytometry, FAM-aptamer displacement from GRK2 | P25098 | inhibition of aptamer binding, % at 10 µM | 330,000 tested, 0.59% active;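 active = inhibition of aptamer binding above 40%, roughly 3 SD of noise, on plates passing a quality check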;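 also: median bead fluorescence of bound FAM aptamer so fluorescent compounds give negative values; no value below 0 was filed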
# Target sequence (P25098 whole entry, looked up): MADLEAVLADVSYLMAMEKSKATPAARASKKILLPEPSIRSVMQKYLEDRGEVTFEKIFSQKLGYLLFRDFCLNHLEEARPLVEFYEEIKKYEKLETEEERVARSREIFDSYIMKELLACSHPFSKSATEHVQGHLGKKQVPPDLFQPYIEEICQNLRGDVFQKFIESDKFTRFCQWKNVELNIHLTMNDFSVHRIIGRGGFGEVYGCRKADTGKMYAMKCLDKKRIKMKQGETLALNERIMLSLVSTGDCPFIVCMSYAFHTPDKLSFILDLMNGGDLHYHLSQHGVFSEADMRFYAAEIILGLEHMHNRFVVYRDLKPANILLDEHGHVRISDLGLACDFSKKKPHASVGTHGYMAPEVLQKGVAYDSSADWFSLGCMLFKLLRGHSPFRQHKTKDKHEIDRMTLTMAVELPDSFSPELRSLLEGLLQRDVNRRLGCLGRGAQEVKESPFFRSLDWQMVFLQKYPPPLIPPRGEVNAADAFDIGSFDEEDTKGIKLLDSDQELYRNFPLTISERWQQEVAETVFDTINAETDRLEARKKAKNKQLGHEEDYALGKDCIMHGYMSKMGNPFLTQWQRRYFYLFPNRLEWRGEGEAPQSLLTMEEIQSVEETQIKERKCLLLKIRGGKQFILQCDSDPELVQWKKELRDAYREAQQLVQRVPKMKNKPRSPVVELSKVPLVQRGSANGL
# VLA-4 inh: inhibition in a human VLA-4 binding assay | 330,000 tested, 0.2% active | VLA-4 expressing cells, ligand binding flow cytometry | inhibition, % (about 7 µM as worked out from the volumes in the protocol) | AID 2557 | P13612; in the data active = inhibition above about 50%
# proCasp3 act: procaspase-3 (human) activation. recombinant procaspase-3 D3A, Ac-DEVD-pNA absorbance 405 nm. 330,000 tested, 0.11% active. activation, % at 8.5 µM;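 active = activation above the mean of all tested compounds plus 3 SD, cut at about 21% in these data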;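 also: 0% = DMSO alone and 100% = DMSO wells spiked with extra 5 µM PC-3 D3A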
# Target sequence (P42574 whole entry D9A/D28A/D175A): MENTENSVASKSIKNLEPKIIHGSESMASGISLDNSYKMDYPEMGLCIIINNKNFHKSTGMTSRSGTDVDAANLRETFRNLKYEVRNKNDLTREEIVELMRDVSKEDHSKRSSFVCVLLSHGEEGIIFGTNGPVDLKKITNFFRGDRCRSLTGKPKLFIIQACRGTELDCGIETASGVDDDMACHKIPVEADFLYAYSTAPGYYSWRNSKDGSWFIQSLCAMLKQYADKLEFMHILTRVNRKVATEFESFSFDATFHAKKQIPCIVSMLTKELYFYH
#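 Assay system – Procaspase-3 D3A mutant · Benchmarks – DMSO low control, extra-enzyme high control · Technique – 405 nm absorbance of p-nitroaniline, reads at 0 and 120 min · Doses – 8.5 µM nominal · Measure – % activation between DMSO and enzyme-spiked controls · Also added – Ac-DEVD-pNA chromogenic peptide substrate · Schedule – 1 h compound preincubation, 2 h substrate hydrolysis at 25 °C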
# PP1 counter: counter-screen for PP5 inhibitors: inhibitors of human PP1-alpha. purified PP1alpha, OMFP fluorescence. 320,000 tested, 0.9% active. P62136. inhibition, % at 6.7 µM;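 active = inhibition above the mean inhibition of all tested compounds plus 3 SD, computed separately for each screening campaign, cut at about 15% in these data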
# HCV core dimer: HCV core protein dimerization inhibition; TR-FRET GST/Flag-core106 dimerization, 1536-well; 300,000 tested, 0.33% active; inhibition, % at 5 µM;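 active = inhibition above the mean of all tested compounds plus 3 SD, set per screening campaign, cut at about 45% in these data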
#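 System: GST-tagged and Flag-tagged HCV core protein residues 1-106 / Input: core106 proteins, GST 13.5 nM and Flag 17 nM / Buffer or medium: KF-containing HEPES buffer, pH 7.45, DTT, CHAPS, BSA / Probe or stimulus: Eu-anti-GST and XL665-anti-Flag labelled anti-tag antibodies / Schedule: 4 h, 22.5 °C incubation / Technique: TR-FRET 671 and 617 nm emission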
# Fh CTSL1 inh: blocks F. hepatica cathepsin L1 in PFM18AAP counter-screen | inhibition, % at 5.96 µM | recombinant F. hepatica cathepsin L1, Z-Leu-Arg-MCA fluorescence | 300,000 tested, 0.49% active;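 active = inhibition above the mean of all tested compounds plus 3 SD, set per screening campaign, cut at about 17% in these data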;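 also: 0% = plate median of test compound wells and 100% = 1 µM Z-Phe-Ala-diazomethylketone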
# Numbers without * were called inactive; i = inactive; ? = inconclusive; . = not tested or not shown; & = joins results of further samples.
# Start of the data: the first 2 compounds, ahead of the listing:
SMILES,PP5 primary,JMJD2C inh,procasp7 counter,GRK2 aptamer HTS,VLA-4 inh,proCasp3 act,PP1 counter,HCV core dimer,Fh CTSL1 inh
CCC(=O)Nc1ccc(Oc2ccc3c(c2)C(=O)NC3=O)cc1,-1.6,3,4,2,14,3,6,7,0
COc1ccc(N2CCN(C(=O)c3cccc(N4C(=O)C5C6C=CC(C6)C5C4=O)c3)CC2)cc1 (configuration not stated),-0.3,1,9,3,-1,-5,-1,-4,-2

# Results, from the start:
SMILES,PP5 primary,JMJD2C inh,procasp7 counter,GRK2 aptamer HTS,VLA-4 inh,proCasp3 act,PP1 counter,HCV core dimer,Fh CTSL1 inh
CCC(=O)Nc1ccc(Oc2ccc3c(c2)C(=O)NC3=O)cc1,-1.6,3,4,2,14,3,6,7,0
COc1ccc(N2CCN(C(=O)c3cccc(N4C(=O)C5C6C=CC(C6)C5C4=O)c3)CC2)cc1 (configuration not stated),-0.3,1,9,3,-1,-5,-1,-4,-2
O=C(Nc1ccc(F)c(Cl)c1)NC1CC1,0.6,6,2,8,-2,0,-8,-4,-3
COc1ccc(OCCNc2cc(N3CCOCC3)ccc2[N+](=O)[O-])cc1,4.6,5,2,1,34,-8,0,-9,4
O=C(O)CCSc1ccccn1,2.4,-39,-27,2,-1,-23,-2,-2,2
CC(Sc1nnnn1-c1ccccc1)C(=O)Nc1ccccc1-c1ccccc1 (configuration not stated),1.0,-2,-5,1,2,-10,-2,-5,1
COCCn1c(SCC(=O)Nc2ncc(Cl)c(C)c2Cl)nc2ccccc21,1.4,0,6,2,41,2,4,6,-3
CCc1ccc(/C=C/C(=O)c2ccc(S(=O)(=O)N(C)C)cc2)cc1,2.4,-7,0,0,16,6,2,13,3
Fc1ccc(N2CCN(Cc3ccccn3)CC2)cc1,-1.9,7,-1,0,-7,-3,-4,-3,-3
Cc1cc(NC(=O)CSCC(=O)NC(C)c2ccccc2)no1 (configuration not stated),.,9,0,0,5,-4,.,.,.
CCCCSc1nc2ccc(Nc3nc(N4CCOCC4)nc(N4CCOCC4)n3)cc2s1,4.0,3,0,1,8,-4,0,-12,-2
O=C(c1ccccc1)N1CCN(C(=S)NCCc2ccccc2)CC1,0.2,-1,11,1,3,5,-1,5,1

# Single entries from the entries so far.
# proCasp3 act, `COc1ccc(N2CCN(C(=O)c3cccc(N4C(=O)C5C6C=CC(C6)C5C4=O)c3)CC2)cc1` (configuration not stated) = -5
# PP5 primary, `CC(Sc1nnnn1-c1ccccc1)C(=O)Nc1ccccc1-c1ccccc1` (configuration not stated) = 1.0
# procasp7 counter, `Cc1cc(NC(=O)CSCC(=O)NC(C)c2ccccc2)no1` (configuration not stated) = 0
# proCasp3 act, `CCCCSc1nc2ccc(Nc3nc(N4CCOCC4)nc(N4CCOCC4)n3)cc2s1` = -4
# PP1 counter, `COCCn1c(SCC(=O)Nc2ncc(Cl)c(C)c2Cl)nc2ccccc21` = 4
# Fh CTSL1 inh, `O=C(Nc1ccc(F)c(Cl)c1)NC1CC1` = -3
# Fh CTSL1 inh, `O=C(c1ccccc1)N1CCN(C(=S)NCCc2ccccc2)CC1` = 1

# (listing goes on)
SMILES,PP5 primary,JMJD2C inh,procasp7 counter,GRK2 aptamer HTS,VLA-4 inh,proCasp3 act,PP1 counter,HCV core dimer,Fh CTSL1 inh
CCOC(=O)c1c(C)c(C(=O)Nc2ccc(N(C)C)cc2)c(C)n1CC,-0.6,4,-6,4,12,3,-2,-12,0
CN(C)CCNC(=O)c1nn(C)c2c1CCc1ccccc1-2,-0.6,1,11,0,12,3,1,0,-3
COc1ccc(N2CCN(Cc3nnnn3C3CCCCC3)CC2)cc1,1.4,2,-7,1,-5,-9,3,-3,4
CCN1CCN(C(c2ccccc2F)c2nnnn2Cc2ccc3c(c2)OCO3)CC1 (configuration not stated),3.8,-11,0,0,10,8,-3,-2,1
CC1=CC(=O)C=C(C)C1=NOc1ccccc1[N+](=O)[O-],-1.8,-7,-12,2,-1,-14,-3,-2,2
O=C(CN1C(=O)c2ccccc2C1=O)Nc1ccccc1C(=O)N1CCCC1,-0.4,-5,5,0,1,1,-3,-3,-3
CCOc1ccccc1/C=C/c1onc(C)c1S(=O)(=O)N1CCC(C(=O)N(CC)CC)CC1,-0.5,-6,-4,2,6,1,1,7,2
Cc1ccccc1NC(=O)OCc1ccccc1,1.8,7,10,8,-2,1,-3,-1,3
CCOC(=O)c1cc(=O)c2ccc(OCC(=O)Nc3ccccc3)cc2o1,0.7,-14,5,0,4,-6,2,1,0
O=C1CCCN1C(=O)CCC(=O)N1CCCC1=O,1.4,5,10,0,16,-2,-1,-4,0
Cc1cccc[n+]1CC(=O)c1ccccc1,1.1,-1,-14,1,23,1,-1,1,-1
COc1cc2c(cc1OC)C(C)N(C(=O)c1cc(Cl)nc(Cl)c1)CC2 (configuration not stated),-0.6,6,5,0,3,5,-5,10,3

# 2 of the compounds above, bar-delimited.
smiles | PP5 primary | JMJD2C inh | procasp7 counter | GRK2 aptamer HTS | VLA-4 inh | proCasp3 act | PP1 counter | HCV core dimer | Fh CTSL1 inh
COc1ccc(N2CCN(Cc3nnnn3C3CCCCC3)CC2)cc1 | 1.4 | 2 | -7 | 1 | -5 | -9 | 3 | -3 | 4
CCN1CCN(C(c2ccccc2F)c2nnnn2Cc2ccc3c(c2)OCO3)CC1 (configuration not stated) | 3.8 | -11 | 0 | 0 | 10 | 8 | -3 | -2 | 1

# The results go on:
SMILES,PP5 primary,JMJD2C inh,procasp7 counter,GRK2 aptamer HTS,VLA-4 inh,proCasp3 act,PP1 counter,HCV core dimer,Fh CTSL1 inh
O=C(CCc1nc2ccccc2c(=O)[nH]1)NNC(=O)COc1ccccc1Cl,1.4,-6,7,0,8,5,13,-1,-20
CN1C(=O)/C(=C2/C=CC=CN2C)OC1=S,3.5,-16,-15,2,10,-4,-1,-4,3
COc1ccccc1CNC(=O)c1ccc2ccccc2n1,0.5,4,3,9,4,-4,9,8,-3
COc1ccc(NC(=O)Cc2ccc(-c3ccccc3)cc2)cn1,-0.6,0,-7,4,-16,0,-1,0,8
Cc1ccc(-c2nc(CS(=O)CC(=O)NC(C)CCc3ccccc3)c(C)o2)cc1 (configuration not stated),0.4,?,1,1,4,-12,-4,2,-1
Cn1ncc2c(NCc3ccccc3)ncnc21,1.2,8&-3,-1,1,2,2,2,-6,1
COc1ccc(NC(=O)CN2CCOCC2)cc1,1.9,-4,1,0,23,5,-6,0,-3
Cc1cccc(C(=O)NNC(=O)CSc2nnc(C3CC3)n2C)c1,0.4,2,-2,0,-7,6,-2,-13,0
Cc1nc(/C=C\C(=O)O)c2cc(C)oc2n1,1.2,-2,-5,5,-1,0,-6,-8,6
COc1ccc(/C(C)=N/Nc2nc(C)cc(-c3ccccc3)n2)cc1,2.9,-3,7,1,21,-10,-3,0,-3
COC(=O)c1ccc(Oc2ccc(C(F)(F)F)cn2)cc1,2.1,5,0,0,-5,5,-2,1,2
Cc1ccc2nc(-c3ccccn3)cc(C(=O)Nc3ccc(S(=O)(=O)N4CCOCC4)cc3)c2c1,2.4,-8,2,0,-5,7,-2,3,-1

# Whole records as entered above. Values in the order: PP5 primary | JMJD2C inh | procasp7 counter | GRK2 aptamer HTS | VLA-4 inh | proCasp3 act | PP1 counter | HCV core dimer | Fh CTSL1 inh
# Cc1cccc(C(=O)NNC(=O)CSc2nnc(C3CC3)n2C)c1 as listed: 0.4 | 2 | -2 | 0 | -7 | 6 | -2 | -13 | 0
# COc1ccc(NC(=O)Cc2ccc(-c3ccccc3)cc2)cn1 as listed: -0.6 | 0 | -7 | 4 | -16 | 0 | -1 | 0 | 8

# Continuation:
SMILES,PP5 primary,JMJD2C inh,procasp7 counter,GRK2 aptamer HTS,VLA-4 inh,proCasp3 act,PP1 counter,HCV core dimer,Fh CTSL1 inh
CCOC(=O)C(=NC(C)CC)NNc1cccc(C(F)(F)F)c1 (configuration not stated),0.5,1,-14,2,7,-3,-1,-12,1
COc1ccc(N2C(=O)CCC(C(=O)N(C)CCc3ccccn3)C2c2ccc(OC)c(OC)c2)cc1 (configuration not stated),0.6,-1,-2,0,11,0,-3,3,3
CC(=O)NC1C(=O)N=C(SC(C)C(=O)Nc2cccc(Cl)c2)NC1=O (configuration not stated),0.6,18,-3,11,24,-1,-2,2,0
COc1cc(OC)cc(C(=O)N[C@H](C(=O)Nc2nc(-c3ccc(F)c(F)c3)cs2)C(C)C)c1,-0.9,-29,6,0,-4,6,-4,10,0
O=C1CCSc2ccc(Cl)cc2N1Cc1cccc(Cl)c1,3.5,4,12,1,18,-4,0,7,2
O=C(C1CCC1)N1CCN(S(=O)(=O)c2ccc(F)cc2)CC1,-0.4,0,-2,0,-26,1,3,-9,1
COc1ccc(OC)c(/C=C/C(=O)c2ccc3c(c2)OCO3)c1,-0.5,12,2,0,-8,-1,-3,.,.
Nc1ncc(CN2CCCC(C(=O)Nc3ccc(-c4ccco4)cc3)C2)cn1 (configuration not stated),0.6,-32,-11,0,6,0,5,10,0
Cc1cc(NC(=O)C2CC(c3cccc(Br)c3)=NO2)no1 (configuration not stated),1.5,-13,-3,0,-3,9,-1,-2,2
N#CCC(=O)NCC1(c2ccccc2)CCCC1,1.0,-11,-3,0,16,-2,-3,-2,-2
Cc1ccsc1CN(C)C(=O)C(NC(=O)c1cccc(S(=O)(=O)N2CCOCC2)c1)C(C)C (configuration not stated),1.5,0,1,2,-12,3,-6,.,.
CCn1nc(C)c(C(=O)Nc2cc(Oc3cc(C)cc(C)c3)cc([N+](=O)[O-])c2)c1C,6.8,-5,12,0,-8,3,1,1,2
Cc1cccc(N(C(=O)c2csnn2)C(C(=O)NC2CCCCC2)c2ccccn2)c1C (configuration not stated),-2.2,5,-16,0,-1,-9,4,3,6
O=[N+]([O-])c1ccc(N/N=C/c2c[nH]c3ccccc23)cc1,8.6,-15,-26,1,i,-5,5,-56,3
COC(=O)COc1ccc(-c2nccc(-c3ccc(Br)cc3)n2)cc1,2.1,0,8,1,-4,13,2,10,3
Cc1c(CN(C)C(=O)c2sc3cc(Cl)ccc3c2Cl)cnn1C,0.4,17,7,0,7,5,-2,1,-1
CCOC(=O)c1cc(NC(=O)C2CCCO2)cc(C(=O)OCC)c1 (configuration not stated),-0.1,33,8,2,6,0,2,-2,1
O=C(CCCCCCC(=O)c1ccccc1)c1ccccc1,-1.8,-5,5,0,0,7,-3,8,0
O=S(=O)(NC1CCCCC1N1CCN(c2ccccc2F)CC1)c1ccc(Cl)cc1 (configuration not stated),2.6,-4,0,3,21,3,3,-4,4
CCOC(=O)C1CCCN(CCCc2ccccc2)C1 (configuration not stated),-0.8&-1.6,-1&-1,-1&-10,3&1,23&9,2&-8,-2&-1,0&-4,-4&2
